# S1P3 antag: S1P3 receptor antagonists, primary screen, cell-based. Sphingosine 1-phosphate receptor 3 (Homo sapiens), Q99500. AID 485, 2006. 170,000 compounds, 0.27% hits. CHO S1P3 NFAT-BLA reporter, FRET fluorescence, antagonist mode. inhibition, % at 4.98 µM;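 active = inhibition above the plate cutoff, the mean inhibition of test wells on that plate plus 3 SD, cut at about 28% in these data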;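 note: cells challenged with S1P at its EC80 of 0.8 µM; blue over green emission ratio from cleaved BLA substrate after 4 h stimulation; 0% = S1P-stimulated wells and 100% = unstimulated DMSO-only wells; some compounds past the cut are filed as inactive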
# Target sequence (Q99500 whole entry, looked up): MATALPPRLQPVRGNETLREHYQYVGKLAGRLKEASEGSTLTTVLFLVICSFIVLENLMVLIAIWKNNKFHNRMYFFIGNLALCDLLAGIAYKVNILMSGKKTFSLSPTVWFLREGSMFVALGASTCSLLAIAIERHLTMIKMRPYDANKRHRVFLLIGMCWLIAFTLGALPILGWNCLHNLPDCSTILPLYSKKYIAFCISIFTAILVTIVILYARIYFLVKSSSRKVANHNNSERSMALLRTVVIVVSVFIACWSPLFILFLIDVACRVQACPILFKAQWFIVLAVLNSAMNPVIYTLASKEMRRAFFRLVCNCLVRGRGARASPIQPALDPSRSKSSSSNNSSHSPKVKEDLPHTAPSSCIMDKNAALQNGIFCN
# Hsp70 activator: Hsp70 transcriptional activators, primary screen, cell-based, HeLa, Hsp70 promoter luciferase, luminescence, 10 µM. HeLa Hsp70 promoter luciferase reporter; scaled: vehicle 0, proteasome-inhibitor control 100%. 200,000 compounds, 0.04% hits. AID 1203, 2008. activation, % at 10 µM;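 active = activation above the mean across all tested compounds plus 3 SD, cutoff set per campaign, cut at about 5.5% in these data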;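 note: 100% = MG132 at 30 µM as the positive control and 0% = DMSO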
# TLR4-MyD88 BLA: inhibitors of TLR4-MyD88 association in cells, primary screen, cell-based, HeLa CL3-4, BLA complementation, FRET ratio | HeLa CL3-4 TLR4/MyD88 BLA complementation | Toll-like receptor 4 (Homo sapiens) + Myeloid differentiation primary response protein … | inhibition, % at 8.4 µM | 200,000 compounds, 0.18% hits; in the data active = inhibition above about 25%;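 note: 0% = vehicle and 100% = reference inhibitor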
# Diaphorase act: compounds boosting diaphorase resazurin reduction – biochemical, uHTS, resorufin fluorescence, counter-screen for diaphorase-coupled primary assays, primary screen. 190,000 compounds, 0.005% hits. activation factor at 20 µM. Diaphorase/resazurin coupled assay, 16 min; stronger effect = higher value; 1 = vehicle wells, 0 = NADH-free wells;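 active = diaphorase activity raised at least twofold by the compound at 20 µM; inactive = activation factor below 2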
#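 test system = bacterial diaphorase enzyme (C. kluyveri) | quantity = enzyme 0.07 U/mL final | reagent = NADH substrate 0.114 mM plus resazurin dye 0.1 mM, final | incubation = 16 min enzyme reaction, ambient temperature | buffer or medium = HEPES pH 7.4 buffer with MgCl2 and Tween 20 | signal = fluorescence of resorufin, 544 nm excitation, 590 nm emission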
# DTT redox prof: compounds producing H2O2 with reducing agent – biochemical, NIH compound library profiling, artefact control for MLSCN library redox annotation, primary screen; DTT-dependent redox cycling H2O2, phenol red/HRP absorbance; 100% = 100 µM peroxide control, 0% = buffer; activation, % at 10 µM; 200,000 compounds, 0.03% hits;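 active = activation of at least 50% relative to the plate's high and low controls in the primary single-dose screen; inactive = activation below 50%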;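 note: compound incubated with DTT at 0.8 mM final as the reducing agent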
# Diaphorase inh: diaphorase inhibitors and chemical oxidizers, primary screen, counter-screen for diaphorase-coupled primary assays, biochemical, uHTS, resorufin fluorescence. inhibition, % at 20 µM. diaphorase resazurin-to-resorufin fluorescence, NADH, 16 min; bacterial (C. kluyveri) enzyme, not human. AID 1217, 2008. 190,000 compounds, 0.69% hits;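 active = primary screen inhibition at 20 µM above a set limit, cut at about 50% in these data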;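 note: plate controls were DMSO with full reaction for no effect and wells lacking NADH for full effect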
#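 Benchmarks: positive control wells lacking NADH, neutral wells with DMSO only. System: bacterial diaphorase enzyme (C. kluyveri). Input: 0.14 U/mL diaphorase, enzyme working solution. Detection: resorufin fluorescence, excitation 544 nm, emission 590 nm. Times: 16-min room-temperature incubation before reading.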
# PMI act satM6P: human PMI activators, high substrate, primary screen, biochemical, fluorescence intensity, near-saturating mannose 6-phosphate; coupled PMI enzyme assay, resazurin fluorescence, 20 min; stronger effect = higher value; 1 = untreated enzyme, 0 = substrate-free blank; activation factor at 20 µM; 190,000 compounds, 0.34% hits;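 active = activation factor of 2 or more at 20 µM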
# Target sequence (P34949 whole entry, looked up): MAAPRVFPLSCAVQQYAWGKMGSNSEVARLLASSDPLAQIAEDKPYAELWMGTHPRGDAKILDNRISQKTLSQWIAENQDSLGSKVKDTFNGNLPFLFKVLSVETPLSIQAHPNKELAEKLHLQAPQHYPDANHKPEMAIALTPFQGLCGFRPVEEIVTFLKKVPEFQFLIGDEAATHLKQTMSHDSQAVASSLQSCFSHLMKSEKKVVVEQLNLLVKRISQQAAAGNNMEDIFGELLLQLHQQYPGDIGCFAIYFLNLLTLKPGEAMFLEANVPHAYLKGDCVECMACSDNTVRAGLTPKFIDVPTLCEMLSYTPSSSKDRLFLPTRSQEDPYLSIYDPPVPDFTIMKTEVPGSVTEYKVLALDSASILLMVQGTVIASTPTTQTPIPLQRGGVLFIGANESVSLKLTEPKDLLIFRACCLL
#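 Material: human phosphomannose isomerase with PGI, G6PDH, diaphorase coupling enzymes; amount: PMI at 15 ng/mL final; also added: Mannose-6-phosphate 1.0 mM (near-saturating) plus 0.22 mM NADP+; incubation: enzyme reaction with compound 20 min at room temperature; signal: resorufin fluorescence (Ex 544/Em 590 nm) from resazurin via diaphorase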
# Lmaj promast: Leishmania major promastigote growth inhibition, primary screen; Leishmania major promastigotes, resazurin fluorescence viability; 200,000 compounds, 9% hits; AID 1063, 2008; inhibition, % at 10 µM;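 note: promastigotes grown with compound for 44 hours at 28 °C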
# RAM inhibit: inhibitors of the yeast RAM network, primary screen, dse1pr::URA3 reporter, 5-FOA selection; 190,000 compounds, 1.8% hits; inhibition, % at 50 µM; S. cerevisiae dse1pr::URA3 reporter, 5-FOA growth OD615, 2 d; analog-sensitive cbk1-as2 kinase mutant strain; AID 868, 2007;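 active = inhibition above a set limit, 3 SD over mean compound inhibition, cut at about 8.4% in these data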;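 note: 0% = DMSO-only wells with no growth and 100% = 10 µM 1-NA-PP1 full growth; inhibition rescues growth on 5-FOA so higher OD means more RAM inhibition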
# PMI act: activators of human PMI, primary screen, biochemical, fluorescence intensity, near-Km mannose 6-phosphate; Mannose-6-phosphate isomerase (Homo sapiens), P34949; purified human PMI, coupled resazurin fluorescence, 20 min; stronger effect = higher value; 1 = vehicle control, 0 substrate-free wells; activation factor at 20 µM; 190,000 compounds, 0.005% hits;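 active = activation factor of 2 or more at 20 µM, relative to plate controls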
# G6PDH counter: L. mesenteroides G6PDH inhibitors, counter-screen for G6PDH-coupled screening assays, biochemical, Leuconostoc mesenteroides enzyme; inhibition, % at 5 µM; 200,000 compounds, 0.12% hits; Purified L. mesenteroides G6PDH, diaphorase/resazurin coupled fluorescence, 45 min; glucose-6-phosphate dehydrogenase [Leuconostoc mesenteroides]; AID 1020, 2008
# The depositor's hits bear a star; x = not tested or not shown. Cut-off read from the data, not from the text of the source, unless noted: active = inhibition above about 50%; inactive = the rest. The order is random. About 12% of those tested had a hit in this group.
1. Cc1ccc(S(=O)(=O)N2C(=O)CCC2C(=O)Nc2ccc3c(c2)OCCO3)cc1 (stereo not drawn)
2. CCOC(=O)C1=C(N)OC2=C(C(=O)CC(C)(C)C2)C1c1ccc(C)s1 (stereo not drawn)
3. COCCn1c(C)cc(C2=NNC(=Nc3ccc(Cl)cc3Cl)SC2)c1C
4. CCC1(O)c2ccccc2-c2ncccc21 (stereo not drawn)
5. Cc1cc([N+](=O)[O-])nn1CC(=O)Nc1nccs1
6. CCOC(=O)c1c(N)sc(C(=O)N2CCCCCC2)c1C
7. CCCOc1nc2c(c(=O)n(C)c(=O)n2C)n1CC
8. Cn1c(=O)[nH]c(=O)c2c1nc(N1CCc3ccccc3C1)n2CCSc1nc2ccccc2s1

assay / compound	1	2	3	4	5	6	7	8
S1P3 antag	-11.3	-11.0	x	x	8.8	-20.4	x	3.7
Hsp70 activator	-0.3	0.0	-0.2	1.8	-0.1	-0.1	-0.2	-0.3
TLR4-MyD88 BLA	-5.7	-5.4	-3.5	-10.4	-5.4	-6.5	10.8	-3.8
Diaphorase act	0.9	1	0.8	0.9	0.8	0.9	0.9	0.7
DTT redox prof	-1.6	-0.4	2.6	-2.9	0.2	0.3	-0.3	1.7
Diaphorase inh	6.7	-3.1	17.3	9.2	16.9	8.2	14.6	27.9
PMI act satM6P	1	1.1	1.7	0.9	1	1.1	0.9	0.9
Lmaj promast	9.2	7.4	4.2	-7.9	46.7	-0.2	8.6	34.0
RAM inhibit	4.7	16.7*	4.6	0.7	-0.3	4.2	x	6.0
PMI act	1	1	1.2	1	1	0.9	0.9	0.9
G6PDH counter	3.7	-1.5	2.1	5.1	6.0	-6.4	5.7	-32.8

9. O=C(NCc1ccccn1)C(C(=O)c1cccc([N+](=O)[O-])c1)n1cc(Cl)ccc1=O (stereo not drawn)
10. O=C(O)CC1NC(=O)N(C2CCCCC2)C1=O (stereo not drawn)
11. O=C(O)CC(NC(=O)c1ccc2c(c1)OCO2)c1cccc([N+](=O)[O-])c1 (stereo not drawn)
12. O=C(COc1ccccc1[N+](=O)[O-])OC1CCS(=O)(=O)C1 (stereo not drawn)
13. OCCOCCOCCn1c2ccccc2c2ccccc21
14. O=[N+]([O-])c1cc(-c2ccc(C(=S)N3CCOCC3)o2)ccc1Cl
15. COc1ccc(COc2ccc(C3C(S(=O)(=O)c4ccccc4)CON3C)cc2OC)cc1 (stereo not drawn)
16. O=C(O)CCC(=O)N(Cc1cccnc1)Cc1cccc(F)c1

assay / compound	9	10	11	12	13	14	15	16
S1P3 antag	-18.4	-6.8	-25.1	-7.1	28.6	2.9	-4.2	-35.8
Hsp70 activator	0.1	0.2	-0.2	-0.2	-0.2	0.0	0.1	-0.1
TLR4-MyD88 BLA	-12.6	-21.4	7.7	5.6	-5.5	4.3	0.2	0.5
Diaphorase act	0.7	1	1	1	0.9	0.7	0.8	0.8
DTT redox prof	-0.6	-0.2	-0.6	-1.5	0.2	-0.8	0.1	0.0
Diaphorase inh	26.6	-1.1	-3.5	-0.2	13.4	33.4	15.0	17.6
PMI act satM6P	0.9	1.1	1.2	1	0.9	0.4	1	0.9
Lmaj promast	14.9	-8.6	-8.4	-5.7	3.3	12.6	0.1	-6.9
RAM inhibit	2.0	0.6	0.1	1.9	0.6	2.8	3.4	3.4
PMI act	1	1.2	1.2	1.1	0.8	0.6	1	0.9
G6PDH counter	8.9	4.3	11.2	0.4	1.2	25.0	9.5	16.9

17. CCn1c(-c2ccc(C)cc2)n[nH]c1=S
18. COC(=O)[C@@]1(Cc2ccc(F)cc2)[C@H]2c3cc(C(=O)N(C)C)n(CCSCCO)c3C[C@H]2CN1C(=O)c1ccccc1
19. CCN(CC)S(=O)(=O)c1ccc(N2CCOCC2)c(NC(=O)c2ccccc2F)c1
20. O=C(O)c1cccc(N2C(=S)N=C(Nc3ccccc3)C23CCCCC3)c1
21. CCc1cc(Br)ccc1N1C(=O)C2CC=CCC2C1=O (stereo not drawn)
22. Cc1oc2nc(SCCCC(=O)NCCCO)nc(N)c2c1C
23. COc1ccc(OCCCC(=O)Oc2ccc(OC)cc2)cc1
24. O=C(Nc1cccc2cccnc12)c1cccc2ccccc12

assay / compound	17	18	19	20	21	22	23	24
S1P3 antag	x	-11.7	-15.6	-6.6	-11.9	x	x	x
Hsp70 activator	-0.5	-0.4	-0.2	0.0	-0.6	-0.3	0.0	0.0
TLR4-MyD88 BLA	0.7	-8.7	4.4	-14.7	-10.0	11.8	-6.7	6.0
Diaphorase act	0.9	0.8	0.8	1	1	0.9	0.9	0.9
DTT redox prof	0.1	0.5	-0.3	-0.9	1.8	-2.5	0.3	0.2
Diaphorase inh	10.4	18.8	18.0	2.1	4.8	8.9	7.1	5.9
PMI act satM6P	1.1	1	1	1.1	1	0.9	1	1.1
Lmaj promast	-6.8	-4.0	21.0	7.0	4.2	-2.9	0.0	4.1
RAM inhibit	-1.4	0.5	1.0	5.4	-0.5	0.7	0.9	2.1
PMI act	1	1.1	1	1.1	1	0.9	0.9	1
G6PDH counter	7.5	17.9	2.9	8.3	6.1	-2.5	3.2	-2.3

25. c1ccc(Sc2nc(N3CCCCC3)nc(N3CCCCC3)n2)nc1
26. Cc1cccc(/C=N/NC(=O)c2cccc([N+](=O)[O-])c2)n1
27. CCC(C)(C)n1nnnc1C(c1ccccc1)N1CCN(C2CCCC2)CC1 (stereo not drawn)
28. COc1cc(C=O)ccc1Oc1nnnn1-c1ccc(C(N)=O)cc1
29. O=C(CCc1ccccc1)Nc1cc(Cl)ccc1O
30. CCc1ccccc1NC(=O)c1cnc2n(c1=O)CCS2
31. O=C(CSc1ccc(F)cc1)Nc1ccc(Br)cc1
32. O=C(Nc1ccc(N2CCOCC2)cc1)C1CCN(S(=O)(=O)c2ccc3c(c2)OCCO3)CC1

assay / compound	25	26	27	28	29	30	31	32
S1P3 antag	x	-20.9	x	x	x	-2.7	-6.3	0.5
Hsp70 activator	-0.2	3.6	0.1	0.0	-0.3	-0.3	0.0	-0.4
TLR4-MyD88 BLA	-6.3	6.7	-2.5	17.6	6.1	-1.0	-1.2	-0.6
Diaphorase act	0.9	1.2	1.1	0.9	0.9	0.9	0.8	1
DTT redox prof	-0.1	-0.5	0.9	-0.7	0.1	-0.4	-0.8	0.1
Diaphorase inh	8.5	-17.6	-11.8	7.2	12.5	10.6	17.4	-2.9
PMI act satM6P	0.9	1	1.1	1	1	0.9	0.9	1
Lmaj promast	3.6	6.0	2.8	2.5	78.5*	-5.7	8.3	-2.8
RAM inhibit	2.1	1.8	-1.4	3.6	-0.3	1.4	0.6	3.9
PMI act	0.9	1.2	1	1	0.9	1	0.8	1
G6PDH counter	13.2	-3.6	7.0	-4.3	-2.8	-19.1	7.8	5.0

# Single records, as listed above. Order of values: S1P3 antag, Hsp70 activator, TLR4-MyD88 BLA, Diaphorase act, DTT redox prof, Diaphorase inh, PMI act satM6P, Lmaj promast, RAM inhibit, PMI act, G6PDH counter
# Profile of `c1ccc(Sc2nc(N3CCCCC3)nc(N3CCCCC3)n2)nc1` = x, -0.2, -6.3, 0.9, -0.1, 8.5, 0.9, 3.6, 2.1, 0.9, 13.2
# Profile of `Cc1cccc(/C=N/NC(=O)c2cccc([N+](=O)[O-])c2)n1` = -20.9, 3.6, 6.7, 1.2, -0.5, -17.6, 1, 6.0, 1.8, 1.2, -3.6
# Profile of `O=C(Nc1ccc(N2CCOCC2)cc1)C1CCN(S(=O)(=O)c2ccc3c(c2)OCCO3)CC1` = 0.5, -0.4, -0.6, 1, 0.1, -2.9, 1, -2.8, 3.9, 1, 5.0
# Profile of `O=C(CSc1ccc(F)cc1)Nc1ccc(Br)cc1` = -6.3, 0.0, -1.2, 0.8, -0.8, 17.4, 0.9, 8.3, 0.6, 0.8, 7.8
# Profile of `CCC(C)(C)n1nnnc1C(c1ccccc1)N1CCN(C2CCCC2)CC1` (stereo not drawn) = x, 0.1, -2.5, 1.1, 0.9, -11.8, 1.1, 2.8, -1.4, 1, 7.0

# Next part
33. CCC(=O)c1ccc(OCC(O)CN2CCN(C(c3ccccc3)c3ccccc3)CC2)cc1 (stereo not drawn)
34. CC(C)N(C)CCOC(=O)c1ccccc1Cl
35. CCOC(=O)c1c(C)[nH]c(=S)c(C#N)c1-c1ccccc1
36. Cn1cc(CN2CCN(c3ccccc3)CC2)c2ccccc21
37. O=C(CNC(=O)c1ccc2c(c1)OCO2)N/N=C(Br)/C=C/c1ccccc1

assay / compound	33	34	35	36	37
S1P3 antag	x	-7.9	-3.8	x	-10.9
Hsp70 activator	-0.2	-0.2	-0.3	0.2	-0.3
TLR4-MyD88 BLA	-1.8	-5.0	5.5	-1.2	-5.3
Diaphorase act	0.8	0.9	0.8	0.9	0.9
DTT redox prof	-4.2	0.1	-0.5	-0.9	0.5
Diaphorase inh	17.2	6.5	23.5	10.9	11.5
PMI act satM6P	0.9	1.2	1	1	0.9
Lmaj promast	59.9*	-0.4	-3.7	9.0	3.9
RAM inhibit	0.3	0.4	1.8	1.6	1.3
PMI act	0.8	1.1	0.9	1	0.8
G6PDH counter	12.0	10.2	-20.7	3.2	8.8

# Screening data from PubChem BioAssay.
